SRC3 TRFRET art – flags TR-FRET format artefacts in PPARgamma SRC-3 recruitment agonist screen. TR-FRET artefact counter-screen, PPARgamma/SRC-3 format; active compounds read high. TR-FRET ratio at 8 µM. hit rate 0.39% among 99,000; in the data active = TR-FRET ratio above about 2000; also: inactives centre near 1600; reference of the scale not given here
SRC1 TRFRET art – counter-screen for PPARgamma SRC-1 recruitment agonists: TR-FRET artefact | hit rate 0.34% among 99,000 | TR-FRET ratio at 8 µM | TR-FRET detection artefact counter-screen, emission ratio; active compounds read high; in the data active = TR-FRET ratio above about 2300; also: inactives centre near 1800; reference of the scale not given here
Active calls of the source: *. An excerpt; the hit share may differ from the screen's.

The opening 17 compounds (preview)
SMILES	SRC3 TRFRET art	SRC1 TRFRET art
COc1ccccc1N1CCN(C(=O)c2ccc(CN3CCOCC3)cc2)CC1	1506	1935
CC1=C(C(=O)N2CCOCC2)C(c2ccc(C)cc2)NC(=S)N1 (stereo unspecified)	1576	1886
Cc1cc(-c2n[nH]c(=S)n2/N=C/C=C/c2ccccc2)n[nH]1	1494	1834
COCCN(C(=O)CSc1nc2ccccc2c(=O)n1CC(C)C)c1c(N)n(Cc2ccccc2)c(=O)[nH]c1=O	1655	1730
C=CCn1c(CCC(O)CCCCC)n[nH]c1=S (stereo unspecified)	1755	1948
COc1cc(NC(=O)c2ccccc2)cc(OC)c1	1338	1739
Cc1cc(C)c(S(=O)(=O)Cc2ccccc2)c(=O)[nH]1	1331	1820
Cc1ccc(S(=O)(=O)NCCCCCC(=O)Nc2ccccc2C)cc1	1475	1621
CCCC1CC(C)(/C(C)=N\NC(N)=S)OC1=O (stereo unspecified)	1644	1691
COc1ccc(N(CC(=O)NCc2ccccc2C)S(=O)(=O)c2ccccc2[N+](=O)[O-])c(OC)c1	1576	1732
Cc1ccc(C)c(NC(=S)N/N=C2/CCCCc3ccccc32)c1	1651	1529
O=C(Nc1ccc2c(c1)OCO2)C1CCN(C(=O)c2ccc(Br)cc2)CC1	1490	1865
CCCN(CC1CC1)C(=O)CCc1nnc(CCc2c[nH]c3ccccc23)o1	1420	1502
Cc1cc(C)c(S(=O)(=O)N2CCCCC2)c(C)c1N(C)S(=O)(=O)c1ccc(Cl)cc1	1487	1744
COC(=O)NNC1=CC(=O)CC(C)(C)C1	1489	1879
N#CC1=CN(Cc2ccccc2)C=C(/C=N/Nc2ccccc2)C1	1539	1695
CCCCn1nnnc1SCC(=O)c1ccccc1F	1556	1853

Main list, repeating the preview:
SMILES	SRC3 TRFRET art	SRC1 TRFRET art
COc1ccccc1N1CCN(C(=O)c2ccc(CN3CCOCC3)cc2)CC1	1506	1935
CC1=C(C(=O)N2CCOCC2)C(c2ccc(C)cc2)NC(=S)N1 (stereo unspecified)	1576	1886
Cc1cc(-c2n[nH]c(=S)n2/N=C/C=C/c2ccccc2)n[nH]1	1494	1834
COCCN(C(=O)CSc1nc2ccccc2c(=O)n1CC(C)C)c1c(N)n(Cc2ccccc2)c(=O)[nH]c1=O	1655	1730
C=CCn1c(CCC(O)CCCCC)n[nH]c1=S (stereo unspecified)	1755	1948
COc1cc(NC(=O)c2ccccc2)cc(OC)c1	1338	1739
Cc1cc(C)c(S(=O)(=O)Cc2ccccc2)c(=O)[nH]1	1331	1820
Cc1ccc(S(=O)(=O)NCCCCCC(=O)Nc2ccccc2C)cc1	1475	1621
CCCC1CC(C)(/C(C)=N\NC(N)=S)OC1=O (stereo unspecified)	1644	1691
COc1ccc(N(CC(=O)NCc2ccccc2C)S(=O)(=O)c2ccccc2[N+](=O)[O-])c(OC)c1	1576	1732
Cc1ccc(C)c(NC(=S)N/N=C2/CCCCc3ccccc32)c1	1651	1529
O=C(Nc1ccc2c(c1)OCO2)C1CCN(C(=O)c2ccc(Br)cc2)CC1	1490	1865
CCCN(CC1CC1)C(=O)CCc1nnc(CCc2c[nH]c3ccccc23)o1	1420	1502
Cc1cc(C)c(S(=O)(=O)N2CCCCC2)c(C)c1N(C)S(=O)(=O)c1ccc(Cl)cc1	1487	1744
COC(=O)NNC1=CC(=O)CC(C)(C)C1	1489	1879
N#CC1=CN(Cc2ccccc2)C=C(/C=N/Nc2ccccc2)C1	1539	1695
CCCCn1nnnc1SCC(=O)c1ccccc1F	1556	1853
Cc1cc(=O)oc2c(C(=O)/C=C\c3cccs3)c(O)ccc12	1335	1766
CCc1ccc(NC(=O)CSc2nc3ccccc3c(=O)n2CCCC(=O)NCCCN2CCOCC2)cc1	1660	1926
CN(C)S(=O)(=O)c1cccc(-c2nnc(SCc3ccc4c(c3)OCCO4)o2)c1	1952	1718
CCOc1cc(C2NC(=O)NC(c3ccccc3)=C2C(=O)c2ccccc2)c(Br)cc1OCC(=O)O (stereo unspecified)	1647	1815
O=C(CSc1cn(Cc2ccccc2)c2ccccc12)NCc1ccc(F)cc1	1479	2072
C[n+]1cccc(C(=O)NNC(=O)C23CC4CC(CC(C4)C2)C3)c1	1510	1808
COc1ccc(C(=O)N2CCN(C(C)=O)CC2)cc1S(=O)(=O)N1CCOCC1	1498	1662
Cc1cc(-c2nn(-c3ccccc3F)cc2CN2CCC(O)CC2)c(C)s1	1539	1636
CCCn1c(N2CCN(Cc3ccc(Cl)cc3)CC2)nc2ccccc21	1644	1583
O=c1oc2ccccc2nc1/C=C(O)/C=C/c1ccc(F)cc1	1544	1609
CS(=O)(=O)c1ccc(Cl)c(NC(=O)CSc2nc3ccccc3c(=O)n2CCCN2CCOCC2)c1	1621	1946
O=C(CNC(=O)/C(=C\c1ccc(Br)cc1)NC(=O)c1ccccc1)OCc1ccccc1	1505	1934
CCOC(=O)c1c(NC(=O)COc2ncnc3ccccc23)sc(C)c1C	1507	1687
COC(=O)c1ccccc1NC(=O)N1CCN(C(=O)c2ccco2)CC1	1495	1762
c1ccc(C2Oc3ccccc3C3CC(c4cccs4)=NN32)cc1 (stereo unspecified)	1513	1782
O=C(NCc1ccccn1)c1ccc2c(=O)n(CCc3ccccc3)c(=O)[nH]c2c1	1486	1658
O=C1CSC(c2ccccn2)N1c1cccc(Cl)c1 (stereo unspecified)	1541	1985
Fc1ccc(-c2cnc3n2CCCCC3)cc1	1613	1938
COc1ccc(NC(=O)/C(=C/c2ccc3c(c2)OCO3)NC(C)=O)cc1	1881	1845
CCOC(=O)c1c(/N=C/C2C(=O)CCCC2=O)sc(C)c1C	1696	1775
CCC(=O)NNC(=O)CCC(=O)Nc1ccc(C)cc1C	1484	1842
O=C(c1ccc(COc2ccccc2Cl)o1)N1N=C(C(F)F)CC1(O)C(F)F (stereo unspecified)	1621	1772
COc1ccc(NC(=S)N2CCC(C(=O)c3ccc(F)cc3)CC2)c(OC)c1	1681	2082
CC1CN(CCCCOc2ccc(F)cc2)CC(C)O1 (stereo unspecified)	1519	1822
CC(=O)c1ccc(NC(=O)C2CCCNC2=O)cc1 (stereo unspecified)	1372	2014
Nc1ccc(N=Nc2ccc(N)cc2)cc1	1442	1809
COc1cc(C)ccc1OCCOc1c(C)cc(Cl)cc1Cl	1475	1825
O=C(N/C(=C/c1ccc(Br)cc1)C(=O)N1CCCC1)c1cccs1	1282	1915
Cc1ccc(NC(=O)CN(C)CC(=O)Nc2ccccc2C#N)cc1	1702	1778
Fc1ccccc1CSc1nnc2ccc(-c3ccncc3)nn12	1562	1768
Cc1cccc(C(=O)N2CCc3c([nH]c4ccccc34)C2CC(C)C)n1 (stereo unspecified)	1453	1671
O=C(NCCCN1CCCC1)c1cc(Sc2ccc(F)cc2)nc2ccccc12	1608	1813
COc1cccc(C2C(C#N)=C(N)Oc3cc(N)ccc32)c1OC (stereo unspecified)	1602	1538
CCN(CC)CCNC(=O)CNC(=S)N(CCCN1CCOCC1)Cc1cccs1	1642	1946
CCc1ccc2[nH]c(=O)c(CN(Cc3ccc(OC)cc3)Cc3nnnn3CCOC)cc2c1	1632	1847
CC1(c2ccc(Cl)cc2)NC(=O)CS1 (stereo unspecified)	1669	1994
COc1cc(/C=C2\C(=O)N(CCC#N)N=C2C)ccc1OCC(=O)Nc1ccccc1	1581	1852
O=C(N/N=C/c1cn(-c2ccccc2)nc1-c1cccs1)c1ccncc1	1593	2014
CO/N=C/C1CCN(c2ncc(C(F)(F)F)cc2Cl)C1=O (stereo unspecified)	1427	2068
CS(=O)(=O)NN1C(=O)c2ccccc2NC1c1c[nH]c2ccccc12 (stereo unspecified)	1592	1764
COc1cc(/C=N/Nc2nc(C)cc(=O)[nH]2)ccc1OC(=O)c1cccnc1	1644	1869
CN(C)C(=O)c1c([N+](=O)[O-])c(C(C)(C)C)nn1C	1467	1788
CN(C)c1nc(-c2ccccc2)ncc1S(=O)(=O)c1ccccc1	1579	1644
(cont.)
SMILES	SRC3 TRFRET art	SRC1 TRFRET art
Cc1cccc(CSCCNC(=S)Nc2ccccc2)c1	1695	1772
N#C/C(=C\c1cccc(Oc2ccccc2)c1)C(=O)N1CCOCC1	1682	1811
C=CCn1c(C)cc(C(=O)COC(=O)/C=C/c2cccc(OC)c2)c1C	1348	1485
COc1cc(NC(=O)CN2C(=O)C(c3ccccc3)=NC2(C)C)cc(OC)c1	1651	1739
C/C(Nc1ccccc1C(F)(F)F)=C1/CCOC1=O	1589	1841
Cc1nc(N(C)C)c2sc(=S)n(-c3ccccc3)c2n1	1481	1711
O=C(CCN1C(=O)COc2ccccc21)N1CCN(c2ccccc2)CC1	1704	1968
S=C(NCc1ccco1)Nc1ccccc1	1366	1520
COc1ccccc1NC(=O)c1ccc(CN2CCOCC2)cc1	1692	1599
CCc1ccc(OCC(=O)Nc2ccc(N3CCN(S(C)(=O)=O)CC3)cc2)cc1	1702	1850
O=C1NC(=S)N/C1=C/c1ccc(Oc2ccc(C(F)(F)F)cc2[N+](=O)[O-])c(Cl)c1	1498	1723
CC(=O)Nc1ccc(C2(c3ccc(NC(C)=O)cc3)C(=O)Nc3ccccc32)cc1	1566	1896
O=C1CN(C(=O)COC(=O)CNC(=O)c2ccccc2)c2ccccc2N1	1484	2009
O=C(NCCN1CCN(c2ccccc2)CC1)C1CCN(S(=O)(=O)c2cccc3nsnc23)CC1	1767	1991
NS(=O)(=O)c1ccc(Nc2nc3ccccc3nc2NS(=O)(=O)c2cccc([N+](=O)[O-])c2)cc1	1652	1950
c1ccc(-c2nnc(-c3ccncc3)nc2-c2ccccc2)cc1	1526	1856
CCCC(=O)c1c[nH]c(C(=O)N2CCOCC2)c1	1656	1781
O=S(=O)(c1ccc(F)cc1)N1CCN(Cc2ccccc2C(F)(F)F)CC1	1586	1999
O=C(Nc1cccnc1)OC1CCCC1	1429	1755
CC1Cc2ccccc2N1C(=O)COC(=O)c1ccc(Br)o1 (stereo unspecified)	1762	2025
CCN(CC)C(=O)C(=O)N/N=C/c1ccc(F)cc1	1444	1584
CCN(CC)C(=O)CN(C#N)c1nc(Cl)nc(N(C)C)n1	1745	1799
CCOc1ccccc1CN1CCN(Cc2ccc(C)o2)C(CCO)C1 (stereo unspecified)	1653	1603
Cc1ccc(NC(=S)NC(=O)c2ccc(Br)o2)c(C)c1	1460	1777
COc1ccccc1-n1c(C)nc2cc(C(=O)NCCN3CCOCC3)ccc21	1482	2156
CC(C)(C)NC(=O)c1cccc(NC(=O)Cc2cccs2)c1	1498	1742
COc1cccc(NC(=S)N(CCCN2CCOCC2)C(C)c2cc3ccccc3o2)c1 (stereo unspecified)	1304	1397
COc1cccc(OC)c1C(=O)NC(=S)Nc1ccc2c(c1)C(=O)N(C)C2=O	1519	1595
Cc1ccc(C(O)(C(=O)NNS(=O)(=O)c2ccc(C)cc2)c2ccc(C)cc2)cc1	1615	1357
Cc1ccc(C)c(S(=O)(=O)N/N=C/c2cccnc2)c1	1649	2068
Cc1cc(C)cc(NC(=O)C2CCCN(c3nc(C)cc(C)n3)C2)c1 (stereo unspecified)	1673	1607
COc1ccccc1NC(=O)c1ccc(NS(=O)(=O)c2ccc(F)c(F)c2F)cc1	1761	1845
O=C(C[n+]1cc(-c2ccc(F)cc2)n2c1CCC2)N1c2ccccc2Sc2ccccc21	1628	1624
Cc1occc1C(=O)NCc1ccco1	1748	2006
CC(=O)c1sc(NC(=O)c2ccccc2)nc1-c1ccccc1	1728	2003
CC12CCC(C)(c3nc4ccccc4nc31)C2(C)C	1614	1687
COC(=O)Cc1csc(/N=C/c2c(O)n(-c3cccc(C(F)(F)F)c3)c(=O)c3ccccc23)n1	1731	1849
CCN(CC)C(CNS(=O)(=O)c1ccc(Cl)cc1)c1ccccc1 (stereo unspecified)	1478	1839
O=C(CCc1ccc(Oc2cc([N+](=O)[O-])cc([N+](=O)[O-])c2)cc1)N1CCCCCC1	1405	1957
Cc1ccc2nc(-c3ccc(NC(=O)COC(=O)c4ccc(=O)[nH]c4)cc3)sc2c1	1739	1949
O=C(NC(=S)Nc1cc(S(=O)(=O)N2CCOCC2)ccc1N1CCOCC1)c1ccco1	1706	1792
CCOc1ccc(CN(C)CC(=O)Nc2ccc(N3CCOCC3)cc2)cc1OC	1688	1786
Cc1cc(-c2ccccc2)nc(N(C)NC(=O)C2CC2)c1S(C)(=O)=O	1697	1957
Clc1ccc(/C(Cc2nc3ccccc3[nH]2)=N\Nc2ccccc2)cc1	1600	2257
O=C(NC12CC3CC(CC(C3)C1)C2)N1CCN(C(=O)c2ccco2)CC1	1456	1758
CCOC(=O)c1c(-c2ccccc2)csc1/N=C/C1C(=O)CCCC1=O	1527	1477
CC(=O)c1cccc(CN2CCN(C(C)C)C(CCO)C2)c1 (stereo unspecified)	1769	1829
COc1ccc(N2CCN(C(=O)c3cccc(Br)c3)CC2)c([N+](=O)[O-])c1	1627	1717
NC(=O)COc1ccc(-n2cnnn2)cc1	1285	1729
COc1ccc(CNCc2c(C(=O)N(C)C)nc3ccc(Cl)cn23)c(OC)c1	1646	1870
Cc1ccc(-c2n[nH]c(=S)n2/N=C/c2c(C)[nH]n(-c3ccccc3)c2=O)cc1	1322	1567
COc1cccc(NC(=O)CCS(=O)(=O)c2cccs2)c1	1700	1883
CCC(NC(=O)/C(=C\c1ccc2c(c1)OCO2)NC(C)=O)C(=O)O (stereo unspecified)	1475	2115
Cc1ccc(C)c(S(=O)(=O)Nc2ccccc2C(=O)Nc2ccc(S(=O)(=O)Nc3ncccn3)cc2)c1	1647	1805
CCS(=O)(=O)c1ccc2oc(SCC(=O)NCCc3ccc(F)cc3)nc2c1	1759	2062
C=CCOC(=O)CN1C(=O)c2ccccc2C1=O	1498	2033
Cc1nnc(SCC(=O)c2cc(C)n(-c3c(C)n(C)n(-c4ccccc4)c3=O)c2C)s1	1515	1516
COc1ccc(OC(C)c2nnc(N)s2)cc1 (stereo unspecified)	1747	1720
Cc1ccccc1OCc1n[nH]c(=S)n1-c1ccccc1	1521	1470
COc1cccc(C2NC(=O)NC(O)(C(F)(F)F)C2C(=O)c2cccnc2)c1OC (stereo unspecified)	1707	1865
